Screens from PubChem BioAssay.
PfGluPho inh – PfG6PD (Plasmodium falciparum) enzyme inhibition; PfGluPho enzyme, NADPH resazurin-diaphorase fluorescence; 0.78% of 350,000 active; inhibition, % at 20 µM;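 active means inhibition reaching at least a set limit at 20 µM in the primary screen, cut at about 59% in these data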;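 further: 0% = DMSO wells with substrate and 100% = DMSO wells lacking glucose-6-phosphate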
SENP1 FRET inh – SENP1 (human) catalytic domain inhibition. inhibition, % at 10 µM. recombinant SENP1 catalytic domain, CyPet-SUMO1-YPet FRET cleavage. 0.21% of 360,000 active. Q9P0U3;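 active means inhibition at least 30% at 10 µM, raw YFP signal under a set limit, fluorescence ratio 0.5 to 1.5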;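 further: 0% = enzyme with DMSO and 100% = no enzyme wells; some results filed as inactive read as strong as hits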
Target sequence (Q9P0U3 419-644 limits assumed): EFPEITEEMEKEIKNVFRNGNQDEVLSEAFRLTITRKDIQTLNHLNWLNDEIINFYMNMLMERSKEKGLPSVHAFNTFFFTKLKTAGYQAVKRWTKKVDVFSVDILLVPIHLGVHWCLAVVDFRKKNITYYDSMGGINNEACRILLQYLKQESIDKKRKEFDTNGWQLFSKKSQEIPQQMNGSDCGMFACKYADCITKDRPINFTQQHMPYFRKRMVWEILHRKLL
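Controls: no-enzyme wells low, DMSO-plus-enzyme wells high control. Test system: human recombinant His6-tagged SENP1 catalytic domain enzyme. Reagent: SFCypet-SUMO1-SFYpet FRET protein substrate, 25 nM final. Doses: one dose per compound, 10 µM, 0.5% DMSO. Detection: FRET, CFP and YFP emission. Timing: 50 min reaction at room temperature.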
NR3A LBD binder – NR3A (human) ligand-binding domain modulation; NR3A LBD differential scanning fluorimetry, Tm shift; 0% = protein alone, 100% = glycine-bound protein; Tm shift relative to glycine control, % at 25 µM; 2.5% of 340,000 active; AID 1259313;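 active means melting temperature shift of at least 10% of the positive control shift, at one fixed dose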
SENP8 inh – blocks human SENP8 cleavage of Nedd8 substrate. 0.64% of 360,000 active. inhibition, % at 20 µM. recombinant SENP8, Nedd8 substrate fluorescence. AID 602440. Q96LD8; in the data active means inhibition mostly above about 40%, no sharp cut-off; inactive means mostly below about 27%
Target sequence (Q96LD8 whole entry, looked up): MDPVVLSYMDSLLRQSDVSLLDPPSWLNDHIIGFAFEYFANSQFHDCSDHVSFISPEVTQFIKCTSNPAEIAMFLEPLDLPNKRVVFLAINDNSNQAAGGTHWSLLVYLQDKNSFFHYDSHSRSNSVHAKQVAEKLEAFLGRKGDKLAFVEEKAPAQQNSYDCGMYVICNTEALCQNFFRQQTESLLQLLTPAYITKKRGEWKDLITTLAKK
MPTP block – inhibitors of mitochondrial permeability transition pore. AID 602449. isolated mouse mitochondria, Ca2+ swelling absorbance, 30 min. 1.4% of 360,000 active. inhibition, % at 10 µM;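 active means inhibition of 50% or more, scaled per plate between neutral and stimulator controls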;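 further: 0% = DMSO wells given calcium and 100% = 1 mM EGTA wells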
ATG4B inhibitor – inhibitors of human ATG4B cysteine protease | 0.51% of 340,000 active | Q9Y4P1 | ATG4B cleavage of LC3-PLA2, NBD-HPC fluorescence, 1 h | inhibition, % at 8.33 µM; in the data active means inhibition above about 40%
Target sequence (Q9Y4P1 whole entry, looked up): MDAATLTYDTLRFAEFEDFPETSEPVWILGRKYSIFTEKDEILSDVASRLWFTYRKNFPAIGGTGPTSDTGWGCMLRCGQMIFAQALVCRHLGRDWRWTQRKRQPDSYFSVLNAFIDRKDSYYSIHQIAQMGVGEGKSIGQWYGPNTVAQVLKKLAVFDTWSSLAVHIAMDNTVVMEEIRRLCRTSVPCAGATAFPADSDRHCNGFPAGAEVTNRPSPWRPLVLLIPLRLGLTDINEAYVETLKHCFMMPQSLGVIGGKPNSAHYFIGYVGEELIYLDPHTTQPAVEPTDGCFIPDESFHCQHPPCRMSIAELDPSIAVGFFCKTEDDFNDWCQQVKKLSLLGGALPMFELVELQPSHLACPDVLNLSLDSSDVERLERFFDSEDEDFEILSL
hIAP activ – human IAP activation. purified human IAP, CDP-Star luminescence, 30 min; hits give high values; 1 = vehicle-only enzyme, 0 = enzyme-free background. AID 2524. activation factor at 10 µM. P09923. 0.16% of 330,000 active;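 active means activation factor of the enzyme at least 2-fold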; further: the source names both 10 and 20 µM as test concentration; values of inactives mirror those of a sister screen read the other way
SENP6 inh – SENP6 protease inhibition | Recombinant SENP6 catalytic domain, aminoluciferin luminescence | 1.8% of 330,000 active | Q9GZR1 | inhibition, % at 10 µM;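 active means inhibition above about 50% at the single tested dose, limit read from the data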;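 further: plate controls were DMSO wells with enzyme for no effect and DMSO wells lacking enzyme for full effect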
* hit, by the source's call; nt = no result given.

SMILES | PfGluPho inh | SENP1 FRET inh | NR3A LBD binder | SENP8 inh | MPTP block | ATG4B inhibitor | hIAP activ | SENP6 inh
O=C(CN1C(=O)S/C(=C\c2ccccc2)C1=O)Nc1cc([N+](=O)[O-])ccc1O | 12 | 0 | 23* | 23 | 58* | 6 | 1.3 | 12
CCSc1nnc(-c2ccc(S(=O)(=O)N3CCOCC3)cc2)n1CC1CCCO1 (stereo not given) | -2 | 2 | 0 | 2 | -0.7 | -2 | 1.2 | -7
Cc1nn(-c2ccc(N3CCCCC3)nn2)c(C)c1CCC(=O)Nc1cccc(F)c1 | -6 | 1 | 1 | -19 | -1.2 | -2 | 1.4 | 24
O=C(O)c1cccc(NC(=O)c2cn(-c3ccccc3)nc2-c2ccncc2)c1 | -26 | nt | 0 | nt | nt | -4 | 1.1 | -5
O=[N+]([O-])c1ccc(S(=O)(=O)NCC2CC3CCC2C3)cc1 (stereo not given) | 6 | -2 | -2 | 14 | 0.9 | -12 | 0.89 | 0
Cc1ccccc1NS(=O)(=O)c1ccc(C(=O)NCC(c2ccccc2)N(C)C)cc1 (stereo not given) | -13 | 1 | -1 | 4 | 0.0 | 6 | 0.82 | -19
CCN(CC)/C(=N/S(=O)(=O)c1ccc(C)cc1)c1ccccc1 | -1 | 0 | 0 | 34 | 0.0 | 4 | 1.4 | 2
O=C(COC(=O)C12CC3CC(CC(C3)C1)C2)Nc1ccc([N+](=O)[O-])cc1Br | 10 | 3 | -4 | 10 | 1.2 | -6 | 1.3 | -22
COc1ccc(S(=O)(=O)N(CC(=O)NCc2cccnc2)C2CCCCC2)cc1OC | 6 | 0 | 0 | 22 | 0.9 | 0 | 1 | 0
CCN(C(=O)COC(=O)C1COc2ccccc2O1)c1c(N)n(Cc2ccccc2)c(=O)[nH]c1=O (stereo not given) | 3 | 0 | 0 | 4 | -1.8 | -45 | nt | nt
Cc1ccc(C2=Nc3cccnc3C(c3ccccc3)=NN2)cc1 | -5 | 5 | -2 | 24 | 1.2 | -4 | 0.97 | -30
CCS(=O)(=O)c1ccc(-c2csc(-c3ccccc3)n2)c(Cl)c1Cl | 15 | 2 | 2 | -4 | 1.2 | -14 | 1.2 | 4
O=C(Nc1ccccc1)/C(=C/c1ccc([N+](=O)[O-])cc1)NC(=O)c1ccccc1 | -12 | 0 | -3 | 20 | 2.5 | 4 | 1.1 | -10
CN(C)/C=N/c1nc2ncc(-c3ccc(Cl)cc3)c(/N=C/N(C)C)n2n1 | 1 | 1 | -2 | -382 | 0.2 | -1 | 1 | 3
COC(=O)CNC(=O)/C=C/c1cc(Br)ccc1OC | -2 | -1 | 0 | -26 | -1.4 | -9 | 1 | -6
Cc1ccc(S(=O)(=O)N2CCN(C(=O)c3ccc(-n4cncn4)c([N+](=O)[O-])c3)CC2)c(C)c1 | 12 | -2 | nt | 3 | -0.5 | nt | nt | nt
COc1ccc(NS(=O)(=O)c2cc3c(cc2C)N(C)CCO3)cc1 | 3 | -1 | -1 | 2 | 0.6 | -3 | 0.95 | -4
CC1CC(C)CN(CCCNC(=O)CCC(=O)N2CC(C)Oc3ccccc32)C1 (stereo not given) | -11 | 1 | -1 | 18 | -0.8 | 1 | 0.98 | 0
CCC(CC)C(=O)NCc1ccccc1OC | -1 | 1 | 1 | 7 | -0.4 | -4 | 0.97 | -1
Cc1ccsc1CN(C)C(=O)CN1C(=O)NC(c2ccccc2)(c2ccccc2)C1=O | 10 | -2 | -1 | 3 | -0.8 | -13 | 1.2 | -4
CC(C)(C)n1ncc2c(=O)n(CC(=O)N3CCCC3)cnc21 | 9 | 2 | 3 | -16 | 0.8 | -9 | 1.1 | -15
COc1ccc(CCNC(=O)C2CC(c3ccc(C(F)(F)F)cc3)=NO2)cc1 (stereo not given) | 12 | -2 | 3 | 17 | 2.3 | -8 | 0.97 | -5
CC1CCN(C(=O)CN(c2ccccc2)S(=O)(=O)N(C)C)CC1 | 5 | 1 | 1 | 2 | 0.2 | -6 | 0.94 | 8
O=C(O)c1ccccc1Nc1ccccc1C(=O)O | 0 | 1 | -1 | 10 | -2.2 | -1 | 0.93 | 1

Full records from above. Order of screens: PfGluPho inh | SENP1 FRET inh | NR3A LBD binder | SENP8 inh | MPTP block | ATG4B inhibitor | hIAP activ | SENP6 inh
Results for `CC1CCN(C(=O)CN(c2ccccc2)S(=O)(=O)N(C)C)CC1` → 5 | 1 | 1 | 2 | 0.2 | -6 | 0.94 | 8
Results for `Cc1ccc(S(=O)(=O)N2CCN(C(=O)c3ccc(-n4cncn4)c([N+](=O)[O-])c3)CC2)c(C)c1` → 12 | -2 | nt | 3 | -0.5 | nt | nt | nt

(more compounds)
SMILES | PfGluPho inh | SENP1 FRET inh | NR3A LBD binder | SENP8 inh | MPTP block | ATG4B inhibitor | hIAP activ | SENP6 inh
Cc1cc(C)c(S(=O)(=O)N2CCN(C(=O)N3CCOCC3)CC2)c(C)c1 | 6 | 1 | 1 | 6 | 0.0 | -5 | 1.1 | 7
CCN(CC)C(=O)c1nc(-c2cccc3ccccc23)no1 | 4 | 0 | nt | 16 | 1.0 | nt | nt | nt
COC(=O)c1cc(NC(=O)c2c(C)noc2C)ccc1N1CCOCC1 | 1 | 0 | 1 | -30 | 0.3 | -7 | 0.92 | -12
Cc1sc2nc(CSCC(=O)Nc3ccc(OC(F)F)cc3)[nH]c(=O)c2c1C | 14 | -9 | -5 | -56 | 3.7 | -11 | 1 | 21
Cc1cccc(CS(=O)(=O)c2ncc(Cl)c(C(=O)NCc3ccc4c(c3)OCO4)n2)c1 | 10 | 1 | 3 | 3 | -0.6 | -9 | 1.1 | -9
COC(=O)c1cc2ccccc2n1Cc1ccc(Cl)nc1 | 6 | 2 | -1 | 1 | 0.4 | 0 | 0.92 | 12
CCc1c(C)nc2ncnn2c1N1CCCC(C(=O)NCc2ccco2)C1 (stereo not given) | -10 | -1 | 0 | 7 | -1.5 | 17 | 0.94 | -16
CCn1c(=O)n(CC)c2cc(N3CCCC3)c(NC(=O)c3cccc(C)c3)cc21 | 71* | -14 | 0 | -176 | 0.0 | -4 | 1.1 | -6
CC(C)(C)NC(=O)C(c1ccncc1)N(C(=O)CNC(=O)c1ccco1)c1ccc2c(c1)OCO2 (stereo not given) | 29 | 0 | -2 | 18 | -0.2 | -11 | 1 | 11
COc1ccc(S(=O)(=O)/C(C#N)=C/Nc2cccc(F)c2)cc1 | 0 | 1 | -1 | 5 | 1.6 | -11 | 0.96 | -28
CC1CCC(NC(=O)COC(=O)CCC(=O)c2ccc(Cl)s2)CC1 (stereo not given) | -10 | 2 | -1 | -115 | 0.0 | -2 | 0.96 | -3
O=C(CN1C2=NCCN2c2ccccc21)c1ccc(Br)cc1 | -12 | 1 | 0 | 37 | 16 | 1 | 0.91 | -15

Rewritten tab-delimited: four of the compounds above
Compound	PfGluPho inh	SENP1 FRET inh	NR3A LBD binder	SENP8 inh	MPTP block	ATG4B inhibitor	hIAP activ	SENP6 inh
COC(=O)c1cc2ccccc2n1Cc1ccc(Cl)nc1	6	2	-1	1	0.4	0	0.92	12
CCc1c(C)nc2ncnn2c1N1CCCC(C(=O)NCc2ccco2)C1 (stereo not given)	-10	-1	0	7	-1.5	17	0.94	-16
CCn1c(=O)n(CC)c2cc(N3CCCC3)c(NC(=O)c3cccc(C)c3)cc21	71*	-14	0	-176	0.0	-4	1.1	-6
CC(C)(C)NC(=O)C(c1ccncc1)N(C(=O)CNC(=O)c1ccco1)c1ccc2c(c1)OCO2 (stereo not given)	29	0	-2	18	-0.2	-11	1	11

In the list so far, these have a tert-butyl group.
SMILES | PfGluPho inh | SENP1 FRET inh | NR3A LBD binder | SENP8 inh | MPTP block | ATG4B inhibitor | hIAP activ | SENP6 inh
CC(C)(C)n1ncc2c(=O)n(CC(=O)N3CCCC3)cnc21 | 9 | 2 | 3 | -16 | 0.8 | -9 | 1.1 | -15
CC(C)(C)NC(=O)C(c1ccncc1)N(C(=O)CNC(=O)c1ccco1)c1ccc2c(c1)OCO2 (stereo not given) | 29 | 0 | -2 | 18 | -0.2 | -11 | 1 | 11

Further structures:
SMILES | PfGluPho inh | SENP1 FRET inh | NR3A LBD binder | SENP8 inh | MPTP block | ATG4B inhibitor | hIAP activ | SENP6 inh
C=CCn1c(CSc2nnc(-c3ccccc3)n2C)n[nH]c1=S | 21 | 0 | 1 | 12 | 4.8 | 0 | 1.1 | 6
COc1ccc(C(C(=O)NC2CCCC2)N(C(=O)c2snc(C(N)=O)c2N)c2cc(C)ccc2OC)cc1OC (stereo not given) | 13 | -26 | -2 | -284 | -1.0 | -4 | 1.1 | -9
O=C(CSc1nc(=O)n(CCCN2CCOCC2)c2c1CCC2)Nc1ccc(F)cc1 | 7 | 2 | 2 | 18 | 0.5 | -7 | 1 | -21
O=c1[nH]c(-c2ccccc2)cs1 | 0 | 4 | 11* | -1 | 1.6 | -7 | 1.1 | -2
CC(=O)c1c(C)[nH]c(C)c1C(C)=O | 7 | 0 | -3 | -1 | 0.9 | -3 | 1.2 | 20
C=C(C)c1cccc(C(C)(C)NC(=O)NCCN(CC)CC)c1 | -9 | 2 | 1 | 18 | 1.1 | 0 | 1.1 | 0
CCN(CC)c1ccc(/C=C2\CCC(/C=C(/C#N)C(=O)Nc3ccccc3F)=C2N2CCOCC2)cc1 | 70* | -7 | -1 | 27 | 37 | 2 | nt | nt
O=C(c1ccncc1)c1ccc(N2CCN(C3CC(=O)N(Cc4cccs4)C3=O)CC2)cc1 (stereo not given) | -5 | 4 | -2 | 18 | 7.4 | 6 | 1.1 | -5
O=P(Cc1cc(Br)cc(Br)c1OCCO)(c1ccccc1)c1ccccc1 | -9 | 1 | -2 | 16 | 2.9 | 1 | 0.99 | -12
Cc1ccc(NS(=O)(=O)c2cccc(C(=O)N3CCN(c4ncccn4)CC3)c2)cc1 | -2 | -3 | -1 | -54 | -0.3 | -13 | 1 | 6
CCN(C(=O)/C=C/c1ccccc1)C1CCCCC1 | 7 | 0 | 1 | 18 | 1.7 | 2 | 0.85 | -5
CC(C)N(CCNC(=O)COc1ccc2oc3c(c2c1)CCCC3)C(C)C | 3 | -1 | 1 | 16 | 0.0 | 3 | 1.2 | -11
Cc1noc(C)c1CSc1nc2sc(C)c(C)c2c(=O)n1-c1ccccc1 | -10 | 2 | -1 | 18 | -0.9 | 9 | 0.97 | -17
Cc1cccc(OC(C)C(=O)NC2CCS(=O)(=O)C2)c1C (stereo not given) | -8 | 1 | 0 | -7 | 0.9 | 7 | 1.1 | 4
CC1(C)C(C=C(Cl)Cl)C1C(=O)NC(O)C(=O)c1ccccc1 (stereo not given) | 6 | 1 | -1 | 17 | -0.5 | 3 | 1.2 | -54
CCCCOC(=O)Cn1c(=N)n(CCN2CCOCC2)c2ccccc21 | 0 | 2 | 0 | 20 | -0.9 | -10 | 1.2 | -4
CCN(CC)C(=O)CSc1nc(O)cc(=O)n1-c1ccccc1OC | 3 | 1 | 0 | 14 | -1.5 | 14 | 0.91 | 8
COc1ccc(C(NC(=O)C(C)C)c2c(O)ccc3ccccc23)cc1 (stereo not given) | 6 | 0 | -2 | -132 | 8.0 | 7 | 1.3 | -20
COc1ccc(N2CC(C(=O)Nc3ccccc3C(=O)NC3CC3)CC2=O)cc1 (stereo not given) | -10 | 1 | 5 | 3 | -0.8 | 0 | 0.97 | 4
CCOc1cc(C2C3=C(CCCC3=O)NC3=C2C(=O)CCC3)cc(Cl)c1O | 28 | -5 | 2 | -451 | -5.8 | -8 | 0.91 | 2
